PfHsp90 set2 = growth inhibition of yeast expressing Plasmodium Hsp90; S. cerevisiae expressing PfHsp90, BacTiter-Glo ATP, 48 h; yeast lacking PDR1 and PDR3 efflux regulators; inhibition, % at 9.4 µM; 310,000 tested, 0.32% active;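 active means every replicate shows inhibition above about 80%, whatever the replicate mean, limit read from the data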;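 further: 0% = DMSO neutral controls and 100% = 20 µM radicicol positive controls; yeast relying on Plasmodium falciparum Hsp90 in place of its own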
E coli growth = bacterial growth inhibition, counter-screen for AddAB inhibitors. E. coli V3065 growth, OD600 absorbance, 18 h. 330,000 tested, 0.27% active. inhibition, % at 11.9 µM;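 active means inhibition above the campaign's mean inhibition across all tested compounds plus 3 SD, cut at about 9.9% in these data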;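 further: uninfected addAB+ strain grown without phage in ampicillin broth; 0% = DMSO wells and 100% = ciprofloxacin 0.95 µg/ml wells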
MOR-DOR inv ag = mu-delta opioid heterodimer inverse agonism; cell-based MOR-DOR heterodimer luminescence; 340,000 tested, 0.21% active; inhibition, % at 9.3 µM; P35372+P41143; in the data active means inhibition above about 22%, passing the limit was not always enough;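 further: 0% = cells with DMSO and 100% = wells without cells with DMSO; values of inactives mirror those of a sister screen read the other way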
Arr AP2 block = inhibitors of human beta-arrestin and AP2 interaction; inhibition, % at 10 µM; AID 504490; 340,000 tested, 0.31% active; FITC-arrestin peptide / GST-AP2 beads, flow cytometry; AP2 beta2 appendage carries R879A mutation;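 active means inhibition above a set limit, near 3 SD of compounds lacking own fluorescence, cut at about 54% in these data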;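 further: plate controls were DMSO wells for no effect and 5 µM unlabelled arrestin peptide for full effect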
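System: GST-AP2 R879A glutathione beads. Medium: PBS with 0.05% Tween 20 and 0.1% BSA. Also added: FITC-arrestin peptide, 50 nM. Incubation: 12 min plus 1 h, RT. Measured by: high-throughput flow cytometry of beads, ex 488, em 535 nm. Evaluation: percent drop in bead-associated FITC signal.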
Tat transport = blocks Tat-dependent protein export in E. coli; AID 488895; inhibition, % at 10 µM; E. coli MC4100 TorA-mCherry Tat export, fluorescence; 340,000 tested, 0.036% active;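 active means mean replicate inhibition at least 50% and at least half of replicates individually reaching 50%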;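 further: exported cargo escapes ClpAP degradation while cytoplasmic cargo is degraded and loses fluorescence; 0% = median of neutral control wells and 100% = median of NaSCN control wells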
phage Ecoli inh = E. coli growth loss with phage present. growth absorbance. inhibition, % at 11.9 µM. 360,000 tested, 0.26% active. AID 651602; in the data active means inhibition above about 11%
MOR-DOR ag = OPRM1-OPRD1 heterodimerization agonism | activation, % at 9.3 µM | cells, luminescence | P35372+P41143 | AID 504326 | 340,000 tested, 0.3% active; in the data active means activation above about 18%;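 further: 0% = vehicle-treated cells and 100% = reference agonist; values of inactives mirror those of a sister screen read the other way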
PKA-R1A activ = activators of PKA-R1A complex; AID 504707; PKA-R1A dissociation, Cy5-IP20 fluorescence polarization; scaled: DMSO 0%, 113 µM cGMP 100%; activation, % at 11.4 µM; 340,000 tested, 0.083% active;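 active means percent activation above the mean of all tested compounds plus 3 SD, cut at about 19% in these data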;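 further: higher means more PKAc released from R1A so a rise in polarization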
DSG3 Ab inh = blocks pemphigus antibody binding to human desmoglein-3. P32926. DSG3-coupled beads, scFv-anti-DSG3-GFP binding, flow cytometry; hits give low values. binding (percent of control), % at 10 µM. 310,000 tested, 0.48% active. AID 588358;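 active means binding more than 3 SD below its plate's average and above zero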;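 further: hits lower antibody fragment binding to DSG3; some compounds called inactive have numbers as strong as hits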
Target sequence (P32926 whole entry, looked up, the tested form may be a part): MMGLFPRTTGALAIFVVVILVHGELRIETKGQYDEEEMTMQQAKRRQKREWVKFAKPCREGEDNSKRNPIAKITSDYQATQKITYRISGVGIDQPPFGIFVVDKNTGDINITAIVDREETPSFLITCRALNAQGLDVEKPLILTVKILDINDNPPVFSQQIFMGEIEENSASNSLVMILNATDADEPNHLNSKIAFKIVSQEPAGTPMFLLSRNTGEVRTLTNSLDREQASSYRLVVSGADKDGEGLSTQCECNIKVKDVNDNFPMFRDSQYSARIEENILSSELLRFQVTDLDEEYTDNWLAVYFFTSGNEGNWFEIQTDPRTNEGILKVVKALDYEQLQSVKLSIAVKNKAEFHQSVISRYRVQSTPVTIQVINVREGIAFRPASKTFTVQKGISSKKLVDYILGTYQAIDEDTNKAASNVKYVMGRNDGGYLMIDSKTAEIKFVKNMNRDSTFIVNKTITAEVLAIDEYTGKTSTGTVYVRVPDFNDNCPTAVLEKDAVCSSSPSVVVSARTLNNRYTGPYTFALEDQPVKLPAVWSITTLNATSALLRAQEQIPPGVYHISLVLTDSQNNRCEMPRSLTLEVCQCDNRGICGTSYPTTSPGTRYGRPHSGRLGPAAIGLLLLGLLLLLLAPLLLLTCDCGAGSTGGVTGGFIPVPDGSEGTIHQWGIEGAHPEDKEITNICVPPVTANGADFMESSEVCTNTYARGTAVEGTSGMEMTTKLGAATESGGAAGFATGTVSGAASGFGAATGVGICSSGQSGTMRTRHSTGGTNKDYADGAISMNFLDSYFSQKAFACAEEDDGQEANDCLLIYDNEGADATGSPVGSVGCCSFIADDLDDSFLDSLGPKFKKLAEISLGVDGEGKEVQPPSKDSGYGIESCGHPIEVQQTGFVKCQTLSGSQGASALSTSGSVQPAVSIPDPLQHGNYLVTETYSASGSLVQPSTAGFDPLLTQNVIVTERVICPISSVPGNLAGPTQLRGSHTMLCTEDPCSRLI
SUMO Mot1 rescue = inhibitors of SUMOylation pathway: yeast Mot1-301 growth rescue. S. cerevisiae Mot1-301 growth rescue, ATP luminescence, 38.5C; percent above DMSO median, 100 means doubled. growth rescue, % at 18.8 µM. 320,000 tested, 1% active;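 active means every valid replicate shows activation above 250% relative to neutral control wells; inactive means the rest, any valid replicate at or below 250%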;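 further: OY570 slx delta 5 strain wells were the positive control but not used for scaling; some compounds called inactive have numbers as strong as hits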
AddAB inh = less growth of phage-infected E. coli with AddAB; inhibition, % at 11.9 µM; 330,000 tested, 0.29% active; E. coli expressing H. pylori AddAB, absorbance growth; in the data active means inhibition above about 12%;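 further: 0% = vehicle wells of infected cells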
Starred values were filed as active, the others as inactive; · = not tested or not shown.

SMILES	PfHsp90 set2	E coli growth	MOR-DOR inv ag	Arr AP2 block	Tat transport	phage Ecoli inh	MOR-DOR ag	PKA-R1A activ	DSG3 Ab inh	SUMO Mot1 rescue	AddAB inh
Cc1ccc(C)c(N2CCN(S(=O)(=O)c3cc4c(cc3Cl)NC(=O)CO4)CC2)c1	11	-0.4	12	20	-8	1.9	-2.3	-5	94	7	2.9
Cc1ccc2c(c1)nnn2C1CCN(CC(=O)NCc2ccccc2F)CC1	-9	-1.6	6	5	6	2.8	-1.2	1	100	-18	0.0
COc1ccc(CNC(=O)CN(CCC(C)C)S(=O)(=O)c2ccc3c(c2)OCCO3)cc1	18	0.1	7	0	12	2.7	-1.4	-8	102	-5	0.2
CCCCCC(=O)NNC(=O)c1ccc(-c2ccccc2)cc1	6	0.1	6	5	-8	2.1	-1.1	5	112	37	0.2
COCc1nnc(NC(=O)c2ccccc2Oc2ccccc2)s1	·	-0.3	0	20	23	-1.1	0.0	-19	121	-16	-0.9
CC(c1ccccc1)N1C(=O)OC(C)(C)C1(C)O (stereo unspecified)	4	·	8	27	-6	2.7	-1.4	-2	107	·	·
Cc1nc(C(=O)NC2CC2)sc1C1(C)CC(c2cccc([N+](=O)[O-])c2)=NO1 (stereo unspecified)	4	0.8	7	-2	-14	2.5	-1.3	0	97	6	-0.3
O=C(O)/C=C/c1ccc(OCc2cccc(F)c2)cc1	-2	1.7	17	-1	0	5.0	-3.2	3	99	1	6.8
Cc1cccc(C(=O)NC(=S)Nc2ccc(S(=O)(=O)N3CCCCC3)cc2)c1	-20	3.6	-2	-2	8	2.7	0.5	6	103	2	2.6
COc1ccc2oc(=O)c(C(=O)NCc3ccc(C)cc3)cc2c1	16	-0.3	-1	14	-2	4.1	0.2	-14	117	13	4.7
COc1cc(OC)cc(C(=O)OCC(=O)NC(C)CCc2ccccc2)c1 (stereo unspecified)	-16	0.9	-7	0	-3	2.9	1.2	-14	114	-4	5.1
COc1ccc(C2CC(c3ccccc3)=NN2C(=O)COC(=O)CNC(=O)c2ccccc2)cc1 (stereo unspecified)	10	-0.5	-11	-8	2	1.1	1.5	-3	94	2	-1.8
O=C(Nc1cccc(C(=O)N2CCCC2)c1)c1ccccc1	·	0.4	-5	5	-6	-0.8	0.9	-12	97	-5	6.8
CCO[C@H]1OC(C(=O)N2CCOCC2)=C[C@@H](C)[C@@H]1CCCO	1	1.4	16	7	23	2.5	-2.9	4	95	-11	4.0
O=C(NCc1ccco1)C(=O)NCC1OCCCN1S(=O)(=O)c1ccc(F)cc1 (stereo unspecified)	9	-2.3	17	-1	-3	3.4	-3.7	8	104	·	1.1
O=C(O)CSc1nnc(-c2cccc(S(=O)(=O)N3CCOCC3)c2)n1-c1ccc(F)cc1	·	0.9	22	0	-2	1.2	-5.5	-8	102	-12	2.7
Cc1ccc(C)c(S(=O)(=O)N2CCN(C(=O)CCC(=O)c3cc(C)sc3C)CC2)c1	·	-0.8	8	-12	9	-0.2	-1.6	-2	101	-10	1.1
O=Nc1c(-c2ccccc2)cc2ccccn12	-41	2.9	0	·	-8	2.7	0.0	3	102	-6	0.9
CC(C)=CCN1CCN(Cc2cn(C(C)C)c3ccccc23)CC1CCO (stereo unspecified)	1	-0.3	6	-6	2	-0.1	-1.3	6	92	-1	4.0
CN(C)CCCN1c2ccccc2CCc2ccc(Cl)cc21	8	3.6	0	3	-6	3.6	0.1	-4	112	130	1.9
Cc1ccc(N(CC(=O)NCCSCc2ccco2)S(C)(=O)=O)cc1	-5	2.1	17	0	3	0.5	-3.1	-11	104	46	2.5
COc1cccc(-c2c(C(=O)N/N=C(\C)c3ccco3)nnn2-c2nonc2N)c1	-5	-1.5	7	30	0	0.5	-1.4	6	109	6	1.7
CCOc1ccc(OCCCC(=O)Nc2cc(Cl)ccc2-n2cncn2)cc1	-14	-0.3	18	18	-1	8.2	-4.7	-5	102	-6	1.3
CCOc1cc(-c2nc(-c3ccccc3OC)no2)cc(OCC)c1OCC	-17	-0.4	-38	-7	1	3.5	8.6	1	112	-14	2.7
COc1ccc(S(=O)(=O)N2CCOCC2)cc1Br	-30	0.6	5	9	4	3.6	-1.1	0	97	-14	0.2
C[C@H](CO)N1C[C@H](C)[C@@H](CN(C)Cc2ccc(Cl)c(Cl)c2)Oc2c(NC(=O)C3CC3)cccc2C1=O	1	-1.8	2	-3	7	-1.4	-0.4	0	105	24	-3.2
O=C(CSc1nnc(NC(=O)c2ccc(F)cc2F)s1)NC1CCCC1	2	1.4	-8	-9	-5	-0.5	0.9	-8	120	0	3.1
O=C(COc1cccc(F)c1)Nc1nc(-c2ccncc2)cs1	-20	-4.9	7	-8	-15	0.5	-1.6	-4	·	36	-1.4
CCN(CC)CCNC(=O)c1nn(-c2ccc(C)cc2)c(=O)c2c1c1ccccc1n2C	4	0.1	-17	7	12	-0.5	2.9	3	105	10	2.0
CN1CCC(=NNC(=O)CSc2ccc(Cl)cc2)CC1	9	-0.5	14	-1	-15	4.3	-2.7	3	111	15	-0.8
CCOC(=O)[C@@H]1CCN(Cc2ccccc2)C[C@H]1c1ccccc1	·	-0.5	·	11	·	2.4	·	·	104	13	2.1
Cc1[nH][nH]c(=O)c1C(c1ccc(Br)cc1)c1c(C)[nH][nH]c1=O	0	2.5	9	8	2	0.5	-1.7	4	120	-15	2.2
C=CCn1c(C)c(C(C)=O)c(N2CCN(C(c3ccccc3)c3ccccc3)CC2)nc1=S	-56	2.5	8	-1	5	0.4	-1.5	-3	101	-8	0.1
CC(=O)Nc1cccc(NC(=O)c2ccccc2OCc2ccccc2)c1	-28	-2.7	7	-8	1	3.7	-1.1	-1	98	175	1.6
NS(=O)(=O)c1ccc(-c2c(-c3ccccc3)sc3ccccc23)cc1	2	1.1	-12	-1	17	0.9	2.3	-3	113	-5	4.2
Cc1cc(C)cc(NC(=O)COC(=O)Cc2ccccc2F)c1	26	-1.2	3	-6	-1	-1.1	-0.6	3	·	·	0.4
O=C(O)c1ccc(NS(=O)(=O)c2ccc(Cl)c(Cl)c2)cc1O	-3	0.5	3	3	0	-0.6	-0.8	-9	103	20	0.6
Cc1ccc(-c2cc(C(=O)N(C)CC(=O)Nc3ccccc3Br)c3ccccc3n2)o1	·	0.6	16	8	5	4.9	-2.9	4	93	-5	-2.2
CCOC(=O)c1sc(NC(=O)CSc2nncs2)c(C(=O)OCC)c1C	-20	-1.9	17	-2	3	0.6	-3.7	8	118	-5	1.9
c1ccc(C2Nc3ccccc3-c3nc4ccccc4n32)cc1 (stereo unspecified)	·	-0.1	-6	-2	2	2.5	1.1	-7	·	·	3.5
Cc1nn(-c2ccccc2)c2c1P(=O)(O)/C(=C1\N(C)c3ccccc3C1(C)C)C=N2	-6	-1.8	19	5	7	2.6	-3.2	-12	103	3	1.3
CCC(C)c1ccccc1NC(=O)CN1CCN(C/C=C/c2ccccc2)CC1 (stereo unspecified)	0	-0.4	-5	-6	0	3.1	1.1	-5	86	7	1.4
O=S(=O)(/N=C(/Nc1ccc(Cl)c(S(=O)(=O)N2CCOCC2)c1)c1ccc(F)cc1)c1ccccc1	-7	0.4	15	-7	-8	0.4	-2.8	4	99	6	1.6
COC(=O)CSc1cc(C(=O)c2nccn2C)c2ccccc2n1	4	-1.9	5	-3	11	2.4	-0.9	-2	99	180	2.7
C=CCNC(=S)NNC(=O)CSc1nc2ccccc2s1	-81	-0.4	5	-2	1	2.1	-0.7	6	99	69	1.3
CS(=O)(=O)c1ccc(NS(=O)(=O)c2ccc3ccccc3c2)cc1	5	-4.4	9	9	-6	0.2	-2.0	-5	115	-15	-3.0
CCOC(=O)Cc1csc(NC(=O)c2cc(C)c(C)s2)n1	-3	1.2	-15	-7	-9	2.0	3.7	-3	107	6	3.6
CC1CCCCC1NC(=O)CCCn1c(=S)[nH]c2ccsc2c1=O (stereo unspecified)	-11	2.4	6	18	-4	1.0	-1.2	0	101	3	4.5
CCOC(=O)c1c(NC(=O)COC(=O)c2nc(Cl)ccc2Cl)sc2c1CCC2	-2	-2.4	7	-11	1	3.4	-1.3	5	102	0	-1.9
COCCn1c(SCC#N)nnc1-c1ccccc1	·	-0.2	16	-2	5	2.3	-3.1	7	99	6	-0.2
Going on with the list.
SMILES	PfHsp90 set2	E coli growth	MOR-DOR inv ag	Arr AP2 block	Tat transport	phage Ecoli inh	MOR-DOR ag	PKA-R1A activ	DSG3 Ab inh	SUMO Mot1 rescue	AddAB inh
CCN(CC)Cc1c(O)c(Cl)cc2c3c(c(=O)oc12)CCCC3	6	1.4	6	-2	-2	2.4	-1.1	8	112	12	1.8
Cc1ccc2nc3nc(NCC4CCCO4)c(C(=O)NC4CCCC4)cc3c(=O)n2c1 (stereo unspecified)	-3	-0.6	17	10	2	2.4	-3.4	-8	87	-17	0.5
O=C(CCCc1nc(-c2ccccc2Cl)no1)NC1CCCC1	1	0.3	8	-5	-7	-3.5	-1.6	2	103	·	3.4
N#C/C(=C\c1ccc(-c2ccccc2[N+](=O)[O-])o1)C(N)=O	-50	-2.1	5	-3	-7	0.8	-0.9	-5	102	6	-0.9
Cc1c(C(=O)/C=C/c2cccs2)oc2ccc(F)cc12	-24	0.5	13	0	8	1.4	-2.2	7	90	2	0.8
CCc1cc2c(cc3c(=O)n(CC(=O)NCCCN(CC)CC)nc(CC)n32)s1	·	-1.5	19	10	6	2.6	-3.2	-4	·	29	1.6
Cc1ccc(-c2noc(CSc3nnc(Cc4ccccc4)n3-c3ccc(Cl)cc3)n2)cc1	3	2.1	2	3	10	4.1	-0.3	-11	97	4	-0.6
COC(=O)CNC(=O)CSc1nc2sccc2c(=O)n1-c1ccccc1	0	-3.4	6	19	4	-1.5	-0.9	-2	104	13	-2.7
CCOC(=O)N1CCN(Cc2nc3cc(NC(=O)c4ccco4)ccc3n2CC)CC1	-13	0.7	14	-6	-4	3.1	-2.7	-7	·	-21	1.1
O=C(c1ccco1)c1cn(CC(=O)N2CCCC2)c2ccccc12	·	0.1	3	4	-2	1.2	-0.6	2	122	135	-0.8
Cc1ccc(C(=O)N2CCN(S(=O)(=O)c3cc(Br)ccc3Br)CC2)o1	8	-2.3	-4	9	0	1.7	0.6	-7	89	-8	2.5
CCOC(=O)c1c(CN2CCN(c3ccccc3)CC2)oc2cc(Br)c(O)cc12	-37	2.0	-10	-12	10	4.0	1.9	1	95	2	-0.4
O=C(OC1CCN(c2ncc(C(F)(F)F)cc2Cl)CC1)c1ccccc1	0	-1.9	7	10	3	0.9	-1.4	-7	99	·	-1.3

Screening data from PubChem BioAssay.
